High-throughput results: PubChem BioAssay, several laboratories
TRPN1 ag – zebrafish TRPN1 channel agonists, primary screen, cell-based, HEK293, calcium fluorescence. transient receptor potential cation channel N1 (TRPN1/NompC), Danio rerio. HEK293 zebrafish TRPN1-YFP, Fluo-8 calcium fluorescence; 100% = response to 87 µM carbachol. activation, % at 3 µM. hit rate 0.18% among 220,000. AID 1424, 2008;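 active = activation above its plate's cutoff, the mean activation of test wells on that plate plus 3 SD, cut at about 19% in these data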;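 also: 0% = DMSO alone and 100% = 87 µM carbachol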
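Material: zebrafish TRPN1-YFP in HEK293 cells; Doses: single test compound dose, 3 µM nominal, 0.3% DMSO; Timing: dye loading 1 h at 37 °C, then 30 min room temperature; Technique: intracellular calcium fluorescence with Fluo-8; Benchmarks: high carbachol 87 µM, low DMSO alone.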
NPY-Y1 antag – NPY-Y1 receptor antagonists, primary screen, cell-based; HEK293-CNG Y1 cells, membrane potential fluorescence; NPY at EC95, then isoproterenol; inhibition, % at 3.6 µM; hit rate 1% among 200,000; AID 1040, 2008;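 active = inhibition above the campaign mean inhibition of all tested compounds plus 3 SD, cut at about 20% in these data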;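 also: 0% = DMSO wells given NPY plus isoproterenol and 100% = isoproterenol alone without NPY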
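Benchmarks – high control isoproterenol alone, low control NPY with isoproterenol · Material – HEK293 Y1/CNG channel cell line · Times – dye 3 h, compound 60 min room temperature, stimulation 45 min · Probe or stimulus – NPY (25 nM), isoproterenol (1 µM), Ro 20-1724 (25 µM) · Evaluation – % inhibition of NPY effect · Signal – fluorescence, membrane potential probe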
14-3-3 Bad inh – inhibitors of 14-3-3 zeta/Bad binding, primary screen, biochemical, TR-FRET, bovine 14-3-3 zeta; TR-FRET 14-3-3zeta/Dy647-pBad peptide displacement, 1 h; hit rate 0.71% among 220,000; inhibition, % at 21.7 µM; AID 781, 2007;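 active = inhibition above about 70%, limit read from the data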;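 also: 0% = full 14-3-3 plus peptide FRET controls and 100% = background without 14-3-3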
EP2 modulator – EP2 receptor modulators, cAMP readout, primary screen, cell-based, HTRF cAMP, PGE2 stimulation | induction, % at 25 µM | Prostaglandin E2 receptor EP2 subtype (Homo sapiens), P43116 | hit rate 0.83% among 260,000 | EP2-expressing cells, cAMP HTRF FRET, PGE2 co-stimulation;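 active = compounds whose cAMP rise, as percent of the full-agonist control response, exceeds 60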;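 also: rat C6 glioma line stably carrying human EP2 under a CMV promoter; the protocol text gives 20 µM as final concentration; 100% = response of wells given 1 µM PGE2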
Target sequence (P43116 whole entry, looked up): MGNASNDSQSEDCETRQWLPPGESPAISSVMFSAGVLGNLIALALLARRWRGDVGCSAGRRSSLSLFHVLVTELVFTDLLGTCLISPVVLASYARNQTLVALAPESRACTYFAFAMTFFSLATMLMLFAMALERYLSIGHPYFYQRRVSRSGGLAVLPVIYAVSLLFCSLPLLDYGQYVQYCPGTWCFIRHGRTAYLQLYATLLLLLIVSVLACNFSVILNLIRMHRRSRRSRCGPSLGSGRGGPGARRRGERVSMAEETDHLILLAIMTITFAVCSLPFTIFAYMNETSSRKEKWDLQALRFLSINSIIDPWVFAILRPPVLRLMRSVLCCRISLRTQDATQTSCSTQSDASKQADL
EP2 antag – human EP2 receptor antagonists, primary screen, TR-FRET cAMP, C6 glioma cells | Prostaglandin E2 receptor EP2 subtype (Homo sapiens), P43116 | C6 glioma cells expressing human EP2; cells stimulated with saturating PGE2 | inhibition, % at 25 µM | hit rate 0.52% among 260,000 | AID 1422, 2008;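 active = percent inhibition above 40 after rounding to a whole number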;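 also: rat C6 glioma host cells with rolipram phosphodiesterase inhibitor present; the protocol text gives 20 µM as final concentration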
CHOP inh – inhibitors of CHOP promoter induction, primary screen, cell-based, unfolded protein response, luciferase reporter; CHO-K1 CHOP-promoter luciferase, tunicamycin-induced, 15-18 h; inhibition, % at 10 µM; hit rate 3.8% among 220,000;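 active = compounds that reduced the stress-induced luciferase reporter signal by more than about 70% of percent inhibition, limit read from the data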;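 also: 0% = tunicamycin plus vehicle and 100% = wells without tunicamycin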
NPY-Y1 PAM-ag – NPY-Y1 receptor potentiators or agonists, primary screen, cell-based. activation, % at 3.6 µM. NPY-Y1 expressing cells, potentiator/agonist activation. Neuropeptide Y receptor type 1 (Homo sapiens), P25929. hit rate 0.37% among 220,000; in the data active = activation above about 33%, passing the limit was not always enough;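 also: cells stimulated with NPY at EC10 then isoproterenol at EC100; 0% = low agonist plus stimulus and 100% = saturating agonist plus stimulus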
PPC-1+TRAIL kill – compounds killing PPC-1 cancer cells with TRAIL present, primary screen, TRAIL potentiator project, ATPLite luminescence, uHTS; hit rate 0.41% among 220,000; PPC-1 cells + TRAIL, ATPLite viability luminescence; cell killing (% activity), % at 4 µM; AID 1443, 2008;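 active = cell killing above 50% in the first pass at 4 µM, then a duplicate retest at 5 µM averaging 50% or more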;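 also: plate controls were cells with TRAIL plus DMSO for no effect and medium-only wells lacking cells for full effect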
TRPML3 agonist – human TRPML3 channel agonists, primary screen, cell-based, HEK293 TRPML3-YFP, Fluo-8 calcium fluorescence, 3 µM | hit rate 0.29% among 220,000 | Mucolipin-3 (Homo sapiens), Q8TDD5 | activation, % at 3 µM | AID 1448, 2008 | 100% = the carbachol control signal;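 active = activation above its plate's cutoff, the mean activation of the plate's test wells plus 3 SD, cut at about 12% in these data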;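 also: 0% = DMSO only wells and 100% = carbachol wells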
Target sequence (Q8TDD5 whole entry, looked up): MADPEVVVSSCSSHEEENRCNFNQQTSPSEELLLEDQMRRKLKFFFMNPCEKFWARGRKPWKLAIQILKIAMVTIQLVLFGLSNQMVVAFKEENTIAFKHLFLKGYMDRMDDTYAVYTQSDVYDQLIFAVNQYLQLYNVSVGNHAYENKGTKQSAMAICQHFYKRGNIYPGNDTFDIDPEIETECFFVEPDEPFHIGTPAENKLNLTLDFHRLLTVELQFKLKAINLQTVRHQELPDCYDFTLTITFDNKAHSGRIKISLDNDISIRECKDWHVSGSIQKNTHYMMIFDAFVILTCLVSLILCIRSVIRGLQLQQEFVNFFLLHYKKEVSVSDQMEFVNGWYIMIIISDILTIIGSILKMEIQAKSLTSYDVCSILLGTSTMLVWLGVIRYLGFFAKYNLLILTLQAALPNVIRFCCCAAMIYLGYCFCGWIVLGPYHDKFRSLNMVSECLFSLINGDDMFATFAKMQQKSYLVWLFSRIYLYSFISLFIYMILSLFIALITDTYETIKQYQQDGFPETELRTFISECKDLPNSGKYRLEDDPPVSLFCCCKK
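Test system: HEK293 cells stably carrying human TRPML3-YFP; Doses: single dose, 3 µM final nominal compound, 0.3% DMSO final; Schedule: dye loading 1 h 37 °C then 30 min ambient, 125 s read; Technique: Fluo-8 calcium fluorescence; Benchmarks: high control carbachol 87 µM, low control DMSO.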
* hit, by the source's call; · = not tested or not shown; & = joins results of further samples; [ ] = another dose, or the depositor's remark. This is a subset; count on the stated rates, not on these rows.

Compound	TRPN1 ag	NPY-Y1 antag	14-3-3 Bad inh	EP2 modulator	EP2 antag	CHOP inh	NPY-Y1 PAM-ag	PPC-1+TRAIL kill	TRPML3 agonist
Nc1c(C(=O)OC2CCCCC2)c2nc3ccccc3nc2n1CC1CCCO1 (configuration not stated)	-1.9	15	·	·	·	·	-17	15	-0.5
COc1ccc(NC(=O)c2c(C)nn(Cc3ccccc3Cl)c2Cl)cc1Cl	-1.7	6	8	-8	9	20	5	2	0.1
c1ccc(P(c2ccccn2)c2ccccn2)cc1	0.6	-1	-18	13	11	13	-10	19	1.0
O=C(c1cccn2c(=O)c3cc(Cl)ccc3nc12)N1CCC2(CC1)OCCO2	-1.6	-2	-12	3	6	2	-4	10	-0.3
CCCCCn1c(=O)c(C(=O)Nc2c(C)n(C)n(-c3ccccc3)c2=O)c(O)c2ccccc21	0.5	7	-42	3	13	90*	14	34	0.8
OCC[N+]12CCC(CC1)C(C(O)(c1ccccc1)c1ccccc1)C2 (configuration not stated)	0.7	·	0	22	8	6	9	7	0.7
CCCSc1nc(O)c(CC)c(=O)n1C(C)CC (configuration not stated)	-0.7	13	-23	28	6	6	-10	-1	-0.2
CN1CCN(c2ncnc3ccc(Br)cc23)CC1	0.8	-5	7	7	9	43	-8	1	0.7
CCOC(=O)c1nc2ccccc2c(=O)n1-c1ccc(C)cc1C	0.0	0	9	2	9	-3	-10	-8	-0.3
CC(C)=CCOc1c2occc2cc2ccc(=O)oc12	-0.9	-5	-3[fluorescence artefact?]	38&2	11&-4	13	-10	18	-0.3
CCOc1ccc(-n2c(O)c(N=Nc3c(C)n(C)n(-c4ccccc4)c3=O)c(=O)[nH]c2=O)cc1	2.9	·	-11	-21	6	5	-1	8	0.2
COc1ccc(Cl)cc1NC1=NCC(C)S1 (configuration not stated)	0.0	5	-10	8	5	47	-17	-1	0.2
Cc1ccc(C(=O)Nc2ccc(Cl)cc2C(=O)c2ccccc2)cc1	-0.6	16	·	·	6	·	-5	·	0.2
CNP(=S)(NC)OCCOc1ccc(OC)cc1	-1.0	-1	-10[fluorescence artefact?]	1	11	21	5	15	0.0
O=C(NCc1cccnc1)C(Cl)(Cl)Cl	-0.6	7	-6[fluorescence artefact?]	26	8	-20	-9	19	0.7
O=P1(Nc2cccnc2)COc2ccccc2OC1	1.3	4	7	-5	8	-2	1	-18	0.5
CC(=O)N1CN2CN(C(C)=O)CC(C(=O)c3ccc([N+](=O)[O-])cc3)(C2)C1	0.2	5	-5	26	12	-10	16	6	0.7
O=C(Nc1ccc2ccccc2c1)N1C[C@H]2C[C@@H](C1)c1cccc(=O)n1C2	1.2	·	0	-2	5	-10	10	7	0.4
CCOc1ccc2[nH]c(=O)c(CN(CCO)C3(c4nnnn4C4CCCCC4)CCCCC3)cc2c1	1.4	5	24	44	·	35	-6	8	0.3
CN(C)c1ccc(/C=C2\C(=O)NC(=O)N(CCc3ccc(F)cc3)C2=O)cc1	0.3	·	21	-20	5	-4	2	-6	0.0
N#CC1(c2ccccc2)CCN(C2CC(=O)N(c3ccc4c(c3)OCO4)C2=O)CC1 (configuration not stated)	-0.3	-1	4	-15	7	11	15	-20	0.8
COc1ccc(CCn2c(O)c(C=Nc3ccccc3F)c(=O)[nH]c2=O)cc1OC	1.0	·	18	8	6	2	-8	-10	0.8
O=C1/C(=C\c2ccc(Cl)cc2Cl)N2CCC1CC2	-0.5	·	4	0	9	13	10	9	0.3
Cc1c(N=Cc2c(O)n(CCc3ccc(F)cc3)c(=O)[nH]c2=O)c(=O)n(-c2ccccc2)n1C	1.1	-3	6	16	5	33	-3	15	0.2
CN1C(=O)C(Cc2cccc3ccccc23)C(=O)N(C)C1=O	-1.2	-2	15	10	6	-8	-1	-1	0.1
COc1ccc(Cn2c(O)c(/C=N/NC(=O)c3ccccc3)c(=O)[nH]c2=O)cc1	0.9	-2	-5	31	5	12	7	5	0.6
CN1CCN(c2ccc(C=O)cc2)CC1	-0.8	4	-1[fluorescence artefact?]	21	11	-14	-19	23	1.0
O=C(O)c1cccc(N=Nc2c(O)[nH]c(=O)[nH]c2=O)c1	1.4	·	0	18	7	4	10	26	0.2
CCOP(=O)(OCC)C(C)(C)NC(=O)C(Cl)(Cl)Cl	0.8	-2	-4	12	2	4	-10	13	1.6
CCOC(=O)C1(CCOc2ccccc2)CCN(C2Cc3ccccc3C2)CC1	1.2	2	-4	3	5	26	-7	0	0.8
COc1ccc(C=C2C(=O)N(C)C(=O)N(C)C2=O)cc1COc1ccc(NC(C)=O)cc1	1.4	·	0	-15	8	4	8	3	0.4
O=P(Oc1ccccc1)(Oc1ccccc1)c1ccccc1	-3.4	·	-9	48	8	10	14	14	-1.9
CN1C(=O)N(C)C(=O)C2(Cc3ccccc3N3CCOCC32)C1=O (configuration not stated)	-1.1	-7	-3	4	1	-3	-3	35	1.1
CCC12CN3CCN(CC(C3)/C1=N/NC(=O)c1ccncc1)C2	1.3	0	-11	19	8	12	-4	12	0.2
CCOC(=O)C(O)(c1ccc(NC(=O)c2ccc(Cl)c(Cl)c2)cc1)C(F)(F)F (configuration not stated)	-1.2	·	2	-48	3	3	27	-12	1.3
O=c1[nH]c(=O)n(C2CCCCC2)c(O)c1/C=N/N1CCCCC1c1cccnc1 (configuration not stated)	-0.9	·	-5	13	12	1	21	-5	0.2
O=C1c2cccc3cccc(c23)C(=O)N1/N=C/c1c(O)n(-c2ccccc2)c(=O)[nH]c1=O	1.0	-3	0	-6	8	-10	7	30	1.2
c1cncc(C2Nc3cccc4cccc(c34)N2)c1	1.8	·	-4	-7	8	55	2	19	0.5
Cc1c2cnn(CC(=O)N3CCC4(CC3)OCCO4)c(=O)c2c(C)n1Cc1ccccc1F	-1.3	7	-3	33	12	-6	-7	-7	0.9
CCc1nc2ccccc2c(=O)n1-c1ccccc1[N+](=O)[O-]	-0.8	-1	-1	6	49*	6	-7	2	0.2
C(#CCN1CCOCC1)COC/C=C/c1ccccc1	2.0	0	19[fluorescence artefact?]	13&27	9&8	12	-8	-11	0.8
Cn1c(=O)cc(OCC(=O)N2CCN(Cc3ccc4c(c3)OCO4)CC2)c2ccccc21	-0.5	4	-14[fluorescence artefact?]	-17	3	5	-23	34	1.2
O=[N+]([O-])[N-][n+]1cnn(Cc2ccc(Cl)cc2)c1	1.3	3	-13	18	7	5	9	·	1.2
CCOP(=O)(OCC)C(NC(C)=O)C(Cl)(Cl)Cl (configuration not stated)	-0.9	-3	-8	-2	16	-17	-8	-3	1.1
COc1cc(CN2CCCC(C(=O)c3sccc3C)C2)cc(OC)c1O (configuration not stated)	-1.4	-3	-12	-30	4	5	13	-2	0.6
CC1(C)CC(n2[nH]c(=O)c3c2NC(=O)CSC3c2ccc(F)cc2)CCO1 (configuration not stated)	-0.5	2	-6	11	11	-13	12	1	0.3
Cc1cccc(CN2CCCC(C(=O)c3ccc4c(c3)OCO4)C2)n1 (configuration not stated)	1.5	5	-14	-28	4	-17	5	0	1.4
CCN(CC)S(=O)(=O)c1ccc(C)c(NCC(=O)Nc2ccc(C#N)c(Cl)c2)c1	4.7	-4	4	-4	7	54	-18	22	2.5
O=C1NC(=O)N(Cc2ccco2)C(=O)/C1=C\c1cccn1CCOc1ccccc1	1.1	·	3	-31	10	-21	9	15	-0.2
O=C(c1cc2ccccc2oc1=O)N1CCC2(CC1)OCCO2	0.6	1	7	4	5	-12	-8	-1	0.3

Further structures:
Compound	TRPN1 ag	NPY-Y1 antag	14-3-3 Bad inh	EP2 modulator	EP2 antag	CHOP inh	NPY-Y1 PAM-ag	PPC-1+TRAIL kill	TRPML3 agonist
CC(C)OCCCNC(=O)c1c(N)n(Cc2cccs2)c2nc3ccccc3nc12	-0.6	15	-4	49	13	105*	7	-6	0.7
CCC(C#N)(CC)P(=S)(c1ccccc1)c1ccccc1	-2.0	8	4	26	8	53	-14	26	-1.1
CCOC(=O)c1cncn1[C@H](C)c1ccccc1	-0.8	-3	6	·	11	2	14	-18	0.0
COC(=O)C(O)(c1ccc(N(C)C(=O)COc2ccccc2)cc1)C(F)(F)F (configuration not stated)	2.8	4	-3[fluorescence artefact?]	-4	11	3	-3	-4	0.9
CNC(=O)c1cccn(Cc2ccc(C(F)(F)F)cc2)c1=O	2.9	1	9	-19	2	-19	-9	0	1.1
C=CCn1c(O)c(C=NCCN2CCNCC2)c(=O)[nH]c1=O	-0.3	6	4	-1	6	15	-3	-10	0.7
O=c1c2ccccc2nc(N2CCCC2)n1-c1ccccc1	0.2	1	10	6	11	-10	11	-1	-0.8
O=c1c2ccccc2nc(-c2ccoc2)n1-c1ccccc1	1.8	-6	6	4	5	33	-5	-1	0.9
CC(C)OC(=O)c1c(N)n(CC2CCCO2)c2nc3ccccc3nc12 (configuration not stated)	-0.3	5	2	21	9	2	-26	10	0.3
COc1ccc(CC2C(=O)N(C)C(=O)N(C)C2=O)c(OC)c1	-1.1	-3	61	12	·	-2	10	-13	0.5
O=C(O)C1C2CCC(O2)C1C(=O)NC1CCCCC1 (configuration not stated)	1.0	3	26[fluorescence artefact?]	15	2	-10	12	26	-0.2
CCCCOC(=O)COc1cc(C)cc2oc(=O)c3c(c12)CCC3	-0.9	-1	6	41	6	45	-4	15	-0.4
CCOP(=O)(CN(CC)CCNP(=O)(OCC)OCC)OCC	-1.0	0	5[fluorescence artefact?]	-1	3	2	4	9	1.0
O=C(c1cc(-c2ccccc2)nc2ccccc12)N1CCC2(CC1)OCCO2	0.8	0	-7	10	7	9	-27	17	0.6
O/N=C1/C(=C\c2ccccc2)N2CCC1CC2	-0.3	-4	0	27	7	41	6	19	-0.5
Cc1sc2ncn(CC(=O)NCC(=O)N3CCC4(CC3)OCCO4)c(=O)c2c1C	2.3	3	2[fluorescence artefact?]	14	17	24	-4	9	0.3
